Source: PubChem BioAssay (The Scripps Research Institute Molecular Screening Center)
MITF primary: inhibitors of human MITF; inhibition, % at 2.6 µM; 650,000 tested, 0.91% active; AlphaScreen MITF homodimerization, bead proximity signal; AID 1259374; in the data active = inhibition above about 50%;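 note: 0% = vehicle wells with protein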
FBW7 activator: human FBW7 E3 ligase activation, primary screen; Q969H0; AlphaScreen FBW7–phospho-cyclin E peptide binding, activator screen; normalized activity (activation), % at 26.1 µM; 650,000 tested, 0.13% active; AID 1259310; in the data active = normalized activity above about 1.9%;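 note: purified mutant Fbw7 with reduced substrate affinity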
Target sequence (Q969H0 whole entry, looked up): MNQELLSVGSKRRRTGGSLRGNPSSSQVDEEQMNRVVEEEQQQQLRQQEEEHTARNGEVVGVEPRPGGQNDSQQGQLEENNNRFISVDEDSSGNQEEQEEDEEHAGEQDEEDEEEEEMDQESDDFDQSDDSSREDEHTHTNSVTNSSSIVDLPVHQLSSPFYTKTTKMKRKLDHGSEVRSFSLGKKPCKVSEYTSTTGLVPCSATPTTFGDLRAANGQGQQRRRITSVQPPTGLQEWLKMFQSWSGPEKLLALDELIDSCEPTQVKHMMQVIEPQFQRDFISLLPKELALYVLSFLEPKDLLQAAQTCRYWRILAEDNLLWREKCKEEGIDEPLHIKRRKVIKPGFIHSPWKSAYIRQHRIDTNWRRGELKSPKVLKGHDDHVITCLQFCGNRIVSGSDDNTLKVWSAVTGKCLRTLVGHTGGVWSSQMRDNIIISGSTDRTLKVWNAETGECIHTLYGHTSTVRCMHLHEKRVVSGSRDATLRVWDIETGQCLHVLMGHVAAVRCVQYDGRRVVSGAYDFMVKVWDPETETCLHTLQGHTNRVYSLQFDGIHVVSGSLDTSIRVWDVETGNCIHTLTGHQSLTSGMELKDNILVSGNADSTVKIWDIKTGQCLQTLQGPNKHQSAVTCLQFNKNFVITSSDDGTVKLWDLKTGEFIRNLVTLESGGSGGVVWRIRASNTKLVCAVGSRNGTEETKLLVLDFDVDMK
TEAD-YAP block: TEAD-YAP interaction inhibition | HEK-TIYL cells, TEAD-Gal4/YAP UAS-luciferase luminescence | AID 1259422 | inhibition, % at 9.12 µM | 640,000 tested, 1.4% active; in the data active = inhibition above about 32%;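 note: 0% = median of test compound wells and 100% = reference inhibitor wells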
GPR151 ag: activators of human GPR151; Q8TDV0; PathHunter beta-arrestin GPR151 cells, luminescence; activation, % at 11.2 µM; 650,000 tested, 1% active; in the data active = activation above about 4.9%;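 note: 0% = median of compound wells and 100% = cells with positive control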
Target sequence (Q8TDV0 whole entry, looked up): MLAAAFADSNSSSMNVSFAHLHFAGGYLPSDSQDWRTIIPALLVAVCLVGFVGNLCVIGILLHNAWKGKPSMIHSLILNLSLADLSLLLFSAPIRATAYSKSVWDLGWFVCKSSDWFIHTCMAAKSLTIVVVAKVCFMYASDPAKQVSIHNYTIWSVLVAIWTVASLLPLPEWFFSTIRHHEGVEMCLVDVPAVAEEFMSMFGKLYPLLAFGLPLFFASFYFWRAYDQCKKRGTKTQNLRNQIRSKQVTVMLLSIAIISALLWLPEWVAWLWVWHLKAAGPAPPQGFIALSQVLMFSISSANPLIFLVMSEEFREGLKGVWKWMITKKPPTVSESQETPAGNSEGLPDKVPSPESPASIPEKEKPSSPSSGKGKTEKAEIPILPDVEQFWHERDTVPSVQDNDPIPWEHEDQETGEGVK
Active calls of the source: *.

A first look:
entry	structure	FBW7 activator	TEAD-YAP block	MITF primary	GPR151 ag
1	COC(=O)c1ccccc1N1C(=O)c2ccc(C)cc2C1=O	0.1	-7.1	2.6	0.6
2	CC(C)c1ccc(S(=O)(=O)c2n[nH]n3c2nc(=O)c2ccccc23)cc1	0.1	-7.3	12.1	-1.3
3	CC1=C(C(=O)OCC2CCCO2)C(c2ccc(Br)cc2)C2=C(CC(C)(C)CC2=O)N1 (stereo unspecified)	0.3	4.9	10.4	-0.1
4	CCOC(=O)C(=O)Nc1nc(-c2ccc3c(c2)CC(C)N3C(=O)C2CC2)c(C)s1 (stereo unspecified)	0.0	-9.9	-10.3	-0.1
5	O=C(NN1C(=O)c2ccccc2C1=O)c1ccc2c(c1)C(=O)N(c1cccc([N+](=O)[O-])c1)C2=O	-0.3	-0.9	3.4	0.5

This part in full, previewed entries included:
entry	structure	FBW7 activator	TEAD-YAP block	MITF primary	GPR151 ag
1	COC(=O)c1ccccc1N1C(=O)c2ccc(C)cc2C1=O	0.1	-7.1	2.6	0.6
2	CC(C)c1ccc(S(=O)(=O)c2n[nH]n3c2nc(=O)c2ccccc23)cc1	0.1	-7.3	12.1	-1.3
3	CC1=C(C(=O)OCC2CCCO2)C(c2ccc(Br)cc2)C2=C(CC(C)(C)CC2=O)N1 (stereo unspecified)	0.3	4.9	10.4	-0.1
4	CCOC(=O)C(=O)Nc1nc(-c2ccc3c(c2)CC(C)N3C(=O)C2CC2)c(C)s1 (stereo unspecified)	0.0	-9.9	-10.3	-0.1
5	O=C(NN1C(=O)c2ccccc2C1=O)c1ccc2c(c1)C(=O)N(c1cccc([N+](=O)[O-])c1)C2=O	-0.3	-0.9	3.4	0.5
6	COC(=O)c1cc(C(=O)OC)cc(-n2c(/C=C\c3ccc(F)c(F)c3)nc3ccccc3c2=O)c1	0.3	3.9	3.1	-0.5
7	O=C(NCCCN1CCCC1=O)c1ccc2nc(NC3CCC(O)CC3)sc2c1 (stereo unspecified)	-0.1	1.3	-1.0	-0.1
8	C=CCNc1nc(Cl)nc(N2CCSCC2)n1	0.2	10.9	-3.2	-0.8
9	O=C(Nc1cccc(OC(=O)c2ccc(Br)o2)c1)c1ccc(Br)o1	-0.1	-18.0	-4.3	-2.4
10	Cc1nc(S(=O)(=O)c2ccccc2)c(SCC(=O)Nc2ccc(F)c(F)c2F)o1	0.5	10.0	2.1	-2.0
11	COC(=O)c1ccccc1NC(=O)c1sc2ncnc(N3CCCCC3)c2c1C	0.1	-6.6	-6.3	0.5
12	O=[N+]([O-])c1ccc(N2CCN(CC(O)c3ccc4c(c3)CCN4)CC2)cc1 (stereo unspecified)	-0.1	2.7	5.8	-1.4
13	CCOc1ccc(CC(=O)Nc2sc3c(c2C(N)=O)CCCC3)cc1OCC	0.1	-12.9	8.1	-1.8
14	CSc1cccc(NC(=O)c2nnn(Cc3cccc(F)c3)c2N)c1	-0.2	2.1	-12.5	0.9
15	CCOC(=O)C1=C(C)N=c2s/c(=C\c3ccc(C)o3)c(=O)n2C1c1ccc(N(C)C)cc1 (stereo unspecified)	0.1	0.2	-13.6	1.3
16	O=C(Nc1cccc(Cl)c1Cl)c1cc2ccccc2o1	0.1	-57.9	-14.8	-1.1
17	CC(c1ccccc1)c1cc(C(=O)N2CCC(N3CCOCC3)CC2)on1 (stereo unspecified)	0.5	-0.3	2.6	-1.5
18	Cc1cc(NCCO)nc(NCc2ccc3c(c2)OCO3)n1	-0.2	13.3	-6.1	0.6
19	CC(C)c1ccc(NC(=O)CSc2nc3ccsc3c(=O)n2NC(=O)COc2ccccc2Br)cc1	0.2	1.3	19.2	0.3
20	CCCNc1nc(NCCN2CCOCC2)nc2c1ncn2C(C)C	0.0	5.6	-7.4	0.8
21	O=C1N=C(N2CCCCC2)SC1=C1CCCC1	-0.1	-13.2	9.8	-1.2
22	Cc1cc2nn(-c3ccc(Cl)cc3)nc2cc1NC(=O)c1cccs1	0.3	0.9	-0.8	0.3
23	CC(=O)NC1CC(C)(C)N(OC(=O)c2ccccn2)C(C)(C)C1	0.0	11.5	8.4	-1.1
24	Cc1cc(NS(=O)(=O)c2ccc(CC(C)C)cc2)no1	0.8	5.9	20.7	-1.2
25	COc1cc2c(cc1OC)C1=C(C(=O)N3CCCC3)C(=O)C(=O)N1C(C)(C)C2	-0.1	-6.0	-14.4	-1.3

Continued:
entry	structure	FBW7 activator	TEAD-YAP block	MITF primary	GPR151 ag
26	CCOc1cc(/C=c2/sc3nc4cc(C)c(C)cc4n3c2=O)cc(Cl)c1O	0.2	14.5	9.7	1.5
27	CCCc1nc(SCC(=O)Nc2nc(C)cs2)c2ccccc2n1	0.1	-0.5	14.3	0.2
28	C=Cc1ccc(Cn2c(C(=O)O)c(CNCCC(C)C)c3ccccc32)cc1	0.0	7.6	-1.8	0.3
29	O=C1CC(NC23CC4CC(CC(C4)C2)C3)C(=O)N1Cc1ccc2c(c1)OCO2 (stereo unspecified)	-0.1	4.0	9.3	-0.4
30	CC(=O)Nc1cccc(NC(=O)CSc2nc3cccnc3n2-c2ccc(F)cc2)c1	-0.1	5.0	6.3	0.7
31	O=C(N/N=C/c1ccc2cccnc2c1)c1ccc(F)cc1	0.0	-51.1	-6.6	0.7
32	CCOC(=O)C1=c2s/c(=C/c3ccc(C)cc3)c(=O)n2C(N)=C(C#N)C1c1ccc(C)cc1 (stereo unspecified)	0.1	-2.6	3.3	-0.8
33	Cc1cc(C=O)c(C)n1-c1ccc(F)c(Cl)c1	0.0	5.0	9.6	-0.2
34	COc1ccc(C=O)cc1OCc1ccc(F)cc1	1.0	6.4	14.4	4.9*
35	NCCCC[C@@H]1NC(=O)[C@H]2CN(C(=O)c3cc(F)c(F)cc3F)CCN2C1=O	0.0	-3.4	13.1	-1.2
36	Cc1cc[n+]2cc(C)n(Cc3cccc(F)c3)c2c1	1.0	40.8*	9.4	-0.3
37	CCOC(=O)c1c(-c2ccccc2)oc2ccc(OC)cc12	0.0	-0.3	-2.6	-2.0
38	O=C1N=C(N2CCCCCC2)S/C1=C/c1ccccc1	-0.1	-20.2	-0.4	3.4
39	COc1ccc(OC)c(NC(=O)c2ccc(CN(c3ccc(C)c(C)c3)S(C)(=O)=O)cc2)c1	-0.3	-13.3	-1.8	0.7
40	Cc1c(CCC(=O)O)c(=O)n2c([nH]c3ccccc32)c1C#N	0.6	6.5	13.7	-0.3
41	C=CCSc1nc(N)c(C#N)c(-c2ccco2)c1C#N	0.0	-13.4	-5.0	-0.8
42	Cc1cc2c(N3CCN(c4ccccc4)CC3)ncnc2s1	0.2	6.3	0.9	0.5
43	Cc1cc(C)c[n+](CC(=O)c2cccc([N+](=O)[O-])c2)c1	0.0	-1.0	-6.1	1.0
44	COc1ccc(CNc2ncc(-c3ccccc3)n2C)c(OC)c1OC	-0.4	-4.9	26.7	-1.1
45	COc1ccc(-c2noc(CN3C[C@@H](C)O[C@@H](C)C3)n2)c(OC)c1OC	0.2	-0.5	14.9	-0.3
46	O=C(NCCCO)C(=O)Nc1ccc(I)cc1	0.1	-23.9	11.8	-0.3
47	O=C(CSc1nc2ccccc2o1)N1c2ccccc2Sc2ccccc21	0.1	0.6	12.4	2.2
48	CN(Cc1ccccc1)Cc1ccc(C(=O)NCC2CCCO2)c(=O)[nH]1 (stereo unspecified)	-0.1	1.9	2.6	0.1
49	COc1ccc(C2=NN(c3nc(-c4ccccc4)c4cc(Br)ccc4n3)C(c3ccc(OC)cc3)C2)cc1 (stereo unspecified)	-0.1	5.0	-12.0	0.4
50	COc1ccc(-n2ncc3c(NCCCOC(C)C)ncnc32)cc1	-0.1	-60.0	4.8	1.1

(further entries)
entry	structure	FBW7 activator	TEAD-YAP block	MITF primary	GPR151 ag
51	Cc1sc(NC(=O)c2cc(-c3ccc(C(C)(C)C)cc3)nc3ccccc23)c(C(N)=O)c1C	1.7	45.8*	20.2	0.1
52	CC(=O)Oc1cc(OC(C)=O)c2c3c(c(=O)oc2c1)CCC3	0.1	12.3	-288.0	-0.1
53	COC(=O)C(CCSC)NC(=O)CNC(=O)C1CCCCC1 (stereo unspecified)	0.6	4.7	12.7	1.3
54	COC(=O)C1=C(C)N(c2ccccc2Cl)C(=O)/C1=C\c1ccc(C(=O)O)cc1	0.0	-0.1	3.7	1.4
55	CCOC(=O)c1sc(NC(=O)c2c(F)cccc2F)c(C(=O)OCC)c1C	0.0	0.3	-0.3	-0.3
56	COC(=O)c1ccc(NC(=O)NCCCN2CCC(N3CCCCC3)CC2)cc1	-0.3	-9.8	-19.3	-0.9
57	Cc1ccc(/C(N)=N/OC(=O)COc2ccc(Br)cc2C)cc1	0.1	0.5	1.5	-0.4
58	Cc1ccc(C(=O)Nc2ccccc2N2CCOCC2)c(Cl)c1	-0.1	-1.0	7.7	0.2
59	Cc1cccc(NC(=O)c2ccc([N+](=O)[O-])cc2Cl)n1	0.0	13.5	18.3	1.7
60	CCOc1cc(CN2CCN(Cc3ccc(Cl)cc3)CC2)ccc1OC	-0.2	-4.3	61.3*	-0.8
61	O=C(Cn1cnc([N+](=O)[O-])c1)C1CC1	-0.1	2.4	9.2	0.7
62	O=C(NCc1ccc2c(c1)OCO2)c1cnn2ccccc12	0.3	-27.8	14.9	-0.5
63	CCOc1ccccc1NS(=O)(=O)c1ccc2c(c1)SCC(=O)N2	-0.1	4.9	4.7	0.4
64	CC1(c2ccc(Br)cc2)CC(C)(C)N(C(=O)CSc2nc3ccccc3o2)c2ccccc21 (stereo unspecified)	-0.1	-3.9	14.1	0.2
65	COc1ccc(NS(=O)(=O)c2ccc(Oc3cccc(C(=O)O)c3)cc2)cc1	0.0	3.4	10.3	0.7
66	Cn1c(=O)c(Cc2ccc(F)cc2)nc2ccccc21	0.0	8.8	9.5	-1.0
67	COC(=O)[C@@H](NC(=O)C1CCCN1c1nc(C)c2ccc(S(C)(=O)=O)cc2n1)C(C)C (stereo partly specified)	0.9	-8.2	14.9	3.1
68	CC(=O)Oc1ccc2occ(-c3ccccc3)c2c1	0.0	-31.0	-14.7	-0.8
69	CCOC(=O)c1c(NC(=O)CSc2nnc(CNC(=O)COc3ccc(Cl)cc3)n2C)sc2c1CCCCC2	0.0	-9.6	-8.5	1.2
70	Cc1ccc(C)c(Nc2nc(N/N=C/c3ccccc3)nc(N3CCOCC3)n2)c1	-0.5	-17.9	8.1	0.6
71	CC(C)(C)c1ccc(-c2nnc(NC(=O)C34CC5CC(CC(C5)C3)C4)s2)cc1	0.1	8.2	2.7	0.9
72	COc1ccc([N+](=O)[O-])cc1NC(=O)c1sc2ccccc2c1Cl	0.2	-2.5	10.4	-1.7
73	Cc1ccc(C(=O)N[C@H]2C[C@H]3C(=O)N4CCC[C@H]4C(=O)N3C2)cc1	-0.1	-1.0	-8.0	-0.3
74	Cc1ccc(OCCCCN2CCNCC2)c(Br)c1	-0.2	-18.1	55.5*	2.6
75	O=C(NC1CCCCC1)N1CCCC(c2nc(-c3cccs3)no2)C1 (stereo unspecified)	-0.1	-1.4	-8.1	0.7

Brought forward from above: 3 compounds, followed by the next part.
entry	structure	FBW7 activator	TEAD-YAP block	MITF primary	GPR151 ag
73	Cc1ccc(C(=O)N[C@H]2C[C@H]3C(=O)N4CCC[C@H]4C(=O)N3C2)cc1	-0.1	-1.0	-8.0	-0.3
74	Cc1ccc(OCCCCN2CCNCC2)c(Br)c1	-0.2	-18.1	55.5*	2.6
75	O=C(NC1CCCCC1)N1CCCC(c2nc(-c3cccs3)no2)C1 (stereo unspecified)	-0.1	-1.4	-8.1	0.7
76	COc1ccc(CCN2CC3=C(C2=O)C(c2ccc(F)c(F)c2)NC(=O)N3)cc1 (stereo unspecified)	0.0	0.0	-2.5	-1.0
77	Cc1c(NC(=O)CSCC(=O)Nc2ccc3ccccc3c2)c(=O)n(-c2ccccc2)n1C	0.2	9.8	1.2	-0.8
78	CCOC(=O)N1CCN(C(=O)c2cc3c(=O)oc4ccc(C)cc4c3s2)CC1	0.2	-11.8	3.9	0.0
79	O=C(Nc1cc2c(cc1C(=O)c1ccccc1Cl)OCCO2)c1ccccc1	0.0	-4.0	8.0	-0.6
80	COc1cc(NC(=O)Cc2ccc(F)cc2)c(OC)cc1Cl	0.8	-4.8	2.2	5.0*
81	O=C(CCCC1=NS(=O)(=O)c2ccccc2N1)NC1CCCC1	-0.1	4.3	9.6	4.2
82	CCC1CN(CCNC(=O)CCc2cccnc2)Cc2cc(OC)ccc2O1 (stereo unspecified)	0.0	13.2	1.0	1.2
83	Cc1cc(C(=O)NCc2cc3ccccc3s2)nn1C	-0.3	-18.6	1.9	-0.2
84	CCC(CO)(CO)NCC(O)COc1c(Cl)cccc1Cl (stereo unspecified)	0.1	3.8	4.1	1.1
85	CCOP(=O)(OCC)C(NC(=O)c1ccccc1)C(=O)c1ccccc1 (stereo unspecified)	0.0	6.6	-0.7	0.9
86	COCCCNC(=O)C(=O)Nc1ccc(OC)cc1	0.3	-13.9	1.3	-0.2
87	CCOC(=O)C1C(=O)C=C(c2ccc(OC)c(OC)c2)CC1c1ccccc1 (stereo unspecified)	-0.1	2.6	-7.1	-0.5
88	Cc1ccc(NC(=O)CSc2nc3ccccc3[nH]2)c(C)c1	-0.1	13.9	1.9	-0.3
89	COc1ccc(C(=O)NC(CCSC)C(=O)N2CCCCCC2)cc1 (stereo unspecified)	-0.1	0.5	6.1	-1.3
90	O=C(Nc1cccc(Br)c1)C1CCN(S(=O)(=O)c2ccc(F)cc2)CC1	0.3	-3.3	17.5	-1.1
91	CN(CC(=O)Nc1cccc(I)c1)S(=O)(=O)c1ccccc1	0.3	5.2	3.8	-1.1
92	O=C(Nc1cccc([N+](=O)[O-])c1)/C(=C/c1ccco1)NC(=O)c1ccccc1	0.1	5.5	7.9	0.1
93	COc1cccc(CNC(=O)c2ccc3c(c2)NC(=O)C(CSCc2ccccc2Cl)N3)c1 (stereo unspecified)	0.4	0.5	1.1	1.3
